# Screening results deposited in PubChem by several laboratories.
# Tb MetRS inh – Trypanosoma brucei MetRS inhibition; purified T. brucei MetRS, ATP depletion, Kinase-Glo luminescence; inhibition, % at 11.9 µM; 360,000 compounds, 0.4% hits;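 active = inhibition above a per-plate cutoff of the control wells' mean inhibition plus 3 SD, cut at about 5.5% in these data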;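 note: 0% = DMSO wells median and 100% = median of wells with control inhibitor compound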
#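 Test system: purified T. brucei MetRS enzyme. Also added: ATP, methionine and E. coli bulk tRNA substrates. Compound: 11.9 µM single point. Schedule: 15 min enzyme-compound preincubation, 2 h reaction, 10 min detection, 25 °C. Signal: luciferase luminescence of residual ATP, Kinase-Glo. Evaluation: percent inhibition versus plate control medians. Controls: DMSO wells, low control.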
# MsrA inhibitor – inhibits bovine methionine sulfoxide reductase A; purified bovine MsrA, absorbance read-out; inhibition, % at 15.5 µM; 360,000 compounds, 0.75% hits; AID 651718; in the data active = inhibition above about 4.5%;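 note: 0% = vehicle wells with enzyme and 100% = reference inhibitor wells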
# E coli Lon inh – inhibits E. coli Lon protease | P0A9M0 | purified E. coli Lon protease, fluorescence polarization | inhibition, % at 7.94 µM | 360,000 compounds, 0.42% hits | AID 602123; in the data active = inhibition above about 13%, passing the limit was not always enough;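 note: 0% = enzyme with probe and DMSO and 100% = no enzyme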
# CSN deneddyl inh – blocks human CSN-mediated cullin deneddylation | Q92905 | inhibition, % at 12.5 µM | Purified CSN, SCF-Nedd8-OG deneddylation, fluorescence polarization | 360,000 compounds, 0.38% hits | AID 651999;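 active = pattern-corrected inhibition above about 35%, with an unprinted fluorescence ratio check between 0.5 and 1.5, limit read from the data, passing the limit was not always enough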;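 note: 0% = enzyme with substrate and 100% = substrate without enzyme; some results filed as inactive read as strong as hits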
#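 Material: human Csn5 produced in HEK293T cells; Input: enzyme 0.24 nM; Reagent: SCFSkp2-Nedd8OG substrate at 10 nM final; Dosing: 12.5 µM compound; Incubation: 90 min reaction at room temperature; Detection: fluorescence polarization of the substrate; Evaluation: % inhibition of substrate cleavage by Csn5; Control set: substrate-only high control, full reaction low control.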
# MsrA act – activators of bovine methionine sulfoxide reductase A. 360,000 compounds, 0.3% hits. activation, % at 10.6 µM. AID 602163. purified bovine MsrA, absorbance read-out; in the data active = activation above about 7.5%;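 note: 0% = vehicle and 100% = reference activator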
# Neddyl block – blocks human cullin neddylation; TR-FRET cullin neddylation, biochemical; calls only at 25 µM; P61081+Q13564; 360,000 compounds, 0.58% hits; AID 651699; in the data active = inhibition above about 36%
# FAS-TE inh – blocks the thioesterase domain of human fatty acid synthase; recombinant FAS-TE, OMFH fluorogenic substrate, fluorescence endpoint; 360,000 compounds, 0.67% hits; AID 602261; inhibition, % at 15 µM; P49327;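 active = compounds whose normalised, plate-corrected inhibition of enzyme fluorescence in the single-dose primary screen is 50% or more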;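 note: 0% = DMSO with enzyme and 100% = substrate without enzyme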
# Rin1 Abl inh – human Rin1-Abl interaction inhibition. TR-FRET Rin1/Abl binding, biochemical. AID 588664. 360,000 compounds, 0.4% hits. inhibition, % at 7.35 µM; in the data active = inhibition above about 5%, passing the limit was not always enough
# MLLE-PAM2 inh – inhibitors of microRNA-mediated deadenylation, human PABP1 MLLE binding; GST-MLLE / FITC-PAM2 fluorescence polarization; inhibition, % at 20 µM; 360,000 compounds, 0.36% hits; in the data active = inhibition above about 35%, passing the limit was not always enough;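 note: plate controls were DMSO wells with GST-MLLE for no effect and wells lacking GST-MLLE protein for full effect; some results filed as inactive read as strong as hits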
# Starred values were filed as active, the others as inactive; i = inactive; nt = no result given; + = active, no number.
Molecule	Tb MetRS inh	MsrA inhibitor	E coli Lon inh	CSN deneddyl inh	MsrA act	Neddyl block	FAS-TE inh	Rin1 Abl inh	MLLE-PAM2 inh
O=C(Nc1ccc2c(c1)CCC2)C1CCCN(c2ncccn2)C1 (stereo not drawn)	-0.7	0.7	0	-5	-2	i	6	1	11
O=C(NCc1ccc2c(c1)OCO2)C1CCN(Cc2cnn(-c3ccccc3)c2-n2cccc2)CC1	-1.1	-0.6	3	-2	-6	i	-8	5	-8
COc1cccc(NC(=O)C2CC(=O)OC23CCOC(C)(C)C3)c1 (stereo not drawn)	-0.3	-0.2	-1	-3	-1	i	-6	-4	-7
CCOc1ccc(Cl)cc1-c1cc(C(=O)Nc2cc(OC)c(OC)c(OC)c2)[nH]n1	-0.4	0.1	-4	2	-6	i	17	-5	5
CCc1ccc(NC(=O)Nc2ccc3c(c2)CCC3)cc1	-0.6	0.1	7	-2	-8	i	-1	-1	-8
COc1ccc(-c2cc(O)cc(O)c2)cc1	-1.1	0.1	0	4	-7	i	-6	3	2
CCCCc1ccc(-c2csc(/C(C#N)=C\c3ccc(C)o3)n2)cc1	-0.1	0.5	-74	38*	-1	i	18	-1	-69
O=C(OCc1c(-c2ccccc2)ncc2ccccc12)c1ccc(Cl)cc1Cl	0.0	-1.6	-6	6	-5	i	31	0	9
Cc1ccccc1NS(=O)(=O)c1ccc(C2CNC(=O)C2)cc1 (stereo not drawn)	-0.2	0.2	3	0	-3	i	-5	0	-2
Cc1cc(C)c(NC(=O)Cn2c(=O)c3cccn3c3ccccc32)c(C)c1	0.6	-0.2	3	5	-2	i	-7	-2	-1
CCN(CC)C(=O)CSc1nnc(COc2ccccc2)n1N	-2.0	-0.3	-2	4	-13	i	-13	5	4
Cc1cnc(CNC(=O)C2CCC(=O)N(CCc3cccc(F)c3)C2)[nH]1 (stereo not drawn)	0.0	-0.9	-5	-2	-6	i	-7	1	-8
O=C(C1CCN(Cc2ccccc2)CC1)N1CCCC1	-0.3	0.9	-8	-2	-2	i	-8	3	4
COc1ccc(C(CC(=O)O)NS(=O)(=O)c2ccc(C)cc2)cc1 (stereo not drawn)	-1.0	2.2	5	-6	-12	i	-9	0	9
CCCC(=O)Nc1ccc2oc(-c3ccc(OC)c(Br)c3)nc2c1	-0.4	-0.3	0	2	-7	nt	0	0	-15
Cc1ccc(NC(=O)CSCC(=O)Nc2ccc(N3CCOCC3)cc2N2CCOCC2)cc1	-0.5	-1.1	-2	-2	-3	i	-5	5	-7
CCN(C[C@H]1N[C@@](Cc2ccccc2)(C(=O)OC)[C@H]2C(=O)N(Cc3ccccc3)C(=O)[C@@H]12)S(=O)(=O)c1ccc(-c2ccccc2)cc1	-1.5	0.6	8	-1	2	i	26	-2	11
Clc1ccc(-c2nnc3c4ccccc4nc(N4CCOCC4)n23)cc1Cl	0.1	1.0	0	-4	1	i	7	-4	-23
Cc1ccc(-n2c(C)nnc2SCC(=O)NC2CC2)cc1	-0.1	0.5	-6	1	-1	i	-4	0	8
COc1ccc(C2SCCN2S(=O)(=O)c2ccccc2)cc1OC (stereo not drawn)	-0.5	-2.0	2	-3	-3	i	1	-1	16
COc1ccc(COC(=O)CCCN=C2NS(=O)(=O)c3ccccc32)cc1F	-0.4	-0.9	-4	2	-6	i	-4	-3	-8
Fc1cccc(CN2CCN(c3ncccn3)CC2)c1	0.0	-1.0	-2	-2	-2	i	-7	-5	4
CCOC(=O)Cc1csc(NC(=O)c2ccoc2C)n1	-0.7	1.5	5	3	-1	i	-3	-3	2
Cc1cc(C(=O)CSc2n[nH]c(N)n2)c(C)n1-c1ccc2c(c1)OCO2	0.9	-0.9	-3	-7	-2	i	-26	2	-33
Clc1ccc(-n2nnc(-c3nccs3)n2)cc1Cl	0.2	0.9	6	-2	-1	i	10	1	11
CCOc1ccc(NC(=O)N2CCC(NC(=O)C(Cc3ccc(OC)c(OC)c3)NC(C)=O)CC2)cc1 (stereo not drawn)	0.2	-0.6	8	5	-2	i	-6	1	2
CCCn1c(N)c(C(c2ccc(OC)cc2)N2CCN(c3ccccc3)CC2)c(=O)[nH]c1=O (stereo not drawn)	-0.1	-0.3	1	-2	-5	i	-5	0	19
O=C(NC(Cc1c[nH]c2ccccc12)C(=O)O)c1ccc(F)cc1 (stereo not drawn)	-0.1	-0.2	4	-2	-1	i	-1	-3	-7
Nc1cc2c(cc1Cl)-c1ccc([N+](=O)[O-])cc1C2=NO	0.0	1.0	-102	19	-4	i	-53	-1	-96
O=C1CN(C(=O)/C=C/c2ccccc2F)c2ccccc2N1	-0.1	0.5	-5	9	-3	i	2	3	-13
CN(C(=O)c1ccc(Cl)cc1)C1CCS(=O)(=O)C1 (stereo not drawn)	-0.4	-0.3	-2	-1	1	i	-4	2	5
CCOC(=O)c1cnc(-n2[nH]c(C)cc2=O)[nH]c1=O	0.1	0.2	-2	3	-3	i	-3	14*	-5
CC1(C)Cc2ccccc2C(NNC(=O)c2ccc(Br)o2)=N1	-0.6	0.2	8	2	-2	i	-1	-3	-5
CS(=O)(=O)N(CC(=O)Nc1cccc(F)c1)c1cccc([N+](=O)[O-])c1	1.7	1.0	-6	-5	-1	i	18	0	-9
CCc1ccc(N2CC(C(=O)NC3CC3)CC2=O)cc1 (stereo not drawn)	-0.3	0.4	-2	-1	-1	i	-5	0	0
COc1cccc(SCc2noc(C(=O)NCC3CCCO3)c2C(=O)O)c1 (stereo not drawn)	-0.4	-0.1	2	-7	-3	i	-6	-1	7
O=C(CNS(=O)(=O)c1ccc(Br)s1)N1CCN(c2ccc(F)cc2)CC1	-1.3	-0.4	8	-2	-2	i	6	2	-2
COc1ccc(NC(=O)N[C@H]2CC[C@@H](CC(=O)NC3CCC3)O[C@@H]2CO)cc1	0.1	-0.4	nt	-8	nt	i	nt	nt	nt
O=C(NNC(=S)NC1CCCCC1)c1ccccc1Br	0.4	0.5	-5	5	-1	i	-6	0	-22
COc1ccc(/C=C/CN2CCCC(CO)(Cc3cccc(Cl)c3)C2)cc1 (stereo not drawn)	0.5	-0.9	0	4	7	i	6	-3	1
COc1ccc(C(=O)Nc2c(-c3ccccc3)nc3ccccn23)c(OC)c1	-0.1	-0.6	-2	-3	-1	i	-1	1	-3
C[C@@H]1CC[C@H](Cc2ccc(-n3cccc3)cc2)N1C(=O)OC(C)(C)C	-1.3	-0.2	-9	5	0	i	16	-6	-1
O=C(CNC(=O)c1cc(-c2ccccc2)nn1-c1ccccc1)Nc1ccccc1Br	-0.3	0.7	-2	1	-1	i	22	-1	-36
Cc1ccc(OCC(O)Cn2c(=N)n(CCN3CCCCC3)c3ccccc32)cc1 (stereo not drawn)	-0.4	-0.5	-10	4	-1	i	-9	-1	-1
CC(Oc1ccc(Br)cc1Cl)C(=O)Nc1ccncc1 (stereo not drawn)	-0.1	-0.8	0	1	-3	i	3	-2	-5
Cc1cnc(N)nc1-c1ccccc1	-0.1	-0.6	-10	3	-1	i	-10	1	5
CCc1ccc(N2CC(C(=O)Nc3ccc4c(c3)OCO4)CC2=O)cc1 (stereo not drawn)	-0.2	-0.9	-7	-4	-3	i	-13	0	-8
O=C(CSc1nc2[nH]ncc2c(=O)[nH]1)Nc1ccc(F)cc1	-0.5	-1.0	0	4	0	i	-8	0	21
CC[C@]12c3[nH]c4ccccc4c3CCN1C(=O)C(CC(=O)NCCN1CCOCC1)C[C@@H]2C(=O)N1CCN(C(=O)c2ccco2)CC1 (stereo partly drawn)	-0.3	-1.0	2	3	0	i	-4	2	12
Cc1onc(-c2ccccc2)c1C(=O)Nc1ccc2c(c1)OCO2	0.0	-0.4	-12	4	-3	i	-2	2	1

# Profiles, looked up by structure. Screens in order: Tb MetRS inh, MsrA inhibitor, E coli Lon inh, CSN deneddyl inh, MsrA act, Neddyl block, FAS-TE inh, Rin1 Abl inh, MLLE-PAM2 inh
# `CCCC(=O)Nc1ccc2oc(-c3ccc(OC)c(Br)c3)nc2c1` across the screens: -0.4, -0.3, 0, 2, -7, nt, 0, 0, -15
# `O=C(CSc1nc2[nH]ncc2c(=O)[nH]1)Nc1ccc(F)cc1` across the screens: -0.5, -1.0, 0, 4, 0, i, -8, 0, 21
# `CCOC(=O)c1cnc(-n2[nH]c(C)cc2=O)[nH]c1=O` across the screens: 0.1, 0.2, -2, 3, -3, i, -3, 14*, -5

# (next part)
Molecule	Tb MetRS inh	MsrA inhibitor	E coli Lon inh	CSN deneddyl inh	MsrA act	Neddyl block	FAS-TE inh	Rin1 Abl inh	MLLE-PAM2 inh
Cc1ccc(OCCCC(=O)Nc2ccc(Cl)c(S(=O)(=O)N3CCOCC3)c2)cc1	-0.1	0.5	-10	2	-3	i	21	1	18
CCc1cccc(CC)c1NC(=O)COn1nnc2ccc(C(F)(F)F)cc21	-0.2	0.8	-4	-5	-4	i	7	-3	-5
CC1(C)C=Cc2c(c3c(c4c(=O)c(-c5ccc(O)cc5)coc24)OC(C)(C)CC3)O1	-1.1	0.6	-7	-2	-4	i	15	1	1
Cc1ccc(C(CNC(=O)C(=O)Nc2ccc3c(c2)OCCO3)N2CCN(C)CC2)cc1 (stereo not drawn)	-0.3	-0.8	-14	1	-2	i	-1	-2	6
COc1ccc(F)cc1S(=O)(=O)N1CCN(C(=O)c2ccco2)CC1	-0.2	1.1	4	-1	1	i	-6	0	6
CCC(=O)c1ccc(OCC(=O)Nc2ccc(N3CCCCC3)cc2)cc1	-0.4	0.5	-4	1	-1	i	-2	4	-1
COC(=O)c1sccc1NN1C(=O)c2ccccc2C1=O	-0.2	1.3	-3	1	-3	i	-8	1	11
Cc1nc2c(OCc3ccc(C#N)cc3)cccn2c1N(C)C(=O)CCC1CCCC1	0.4	0.3	-15	4	1	i	16	1	5
O=C(NCC(F)(F)F)c1[nH]c(C(F)(F)F)nc1-c1ccccc1	0.1	-0.3	-4	-1	-1	i	-10	8	-13
CC(=O)N(c1ccc(C)cc1)c1nc(C)cc(C)c1C#N	0.1	-0.9	4	0	1	i	1	3	2
COc1ccc(-n2c(NN)nc3sc4c(c3c2=O)CCCC4)cc1	0.7	-0.4	1	-7	-4	i	-4	1	6
S=c1[nH]nc(-c2c[nH]c3ccccc23)o1	-0.1	0.6	5	-3	5	nt	-7	2	-83
NC(=O)c1ncn([C@@H]2O[C@H](CNCc3ccc(-c4cc(C(F)(F)F)ccc4Cl)o3)[C@@H](O)[C@H]2O)n1	-0.2	0.4	0	4	0	i	-6	-4	12
CCCCc1ccc(NC(=O)Cn2c(=O)c(N3CCCCC3)c(N)n(C)c2=O)cc1	0.1	-0.7	-3	-2	0	i	0	5	-3
Cc1cc(O)c(C(C)C)cc1NC(=O)Cn1nc(C)c2ccccc2c1=O	-1.2	0.8	-1	0	-11	i	-7	2	-3
Cc1ccc(NC(=O)NC(=O)N(C(C)C)S(C)(=O)=O)nc1	-0.5	2.1	-3	-5	-13	+	-7	0	7
CC1=CC(C)(C)N(C(=O)CSc2nnc(-c3ccc(C)cc3)o2)c2ccc(C)cc21	-0.6	2.0	-1	-2	0	i	21	0	-32
CC(=O)Nc1cccc(C(=O)NC(C)c2ccc(S(N)(=O)=O)cc2)c1 (stereo not drawn)	-0.1	0.4	-9	-1	1	i	-10	0	1
